# High-throughput results (PubChem BioAssay)
# Large T inhibition – SV40 large T antigen inhibitors, biochemical (AID 1903) | SV40 large T antigen ATPase/helicase inhibition assay; higher % means a stronger effect | one-dose inhibition, % at 20 µM; IC50 in µM for titrated hits | 310,000 compounds, 0.39% hits; in the data active = a potency from the dose series; inconclusive = inhibition mostly from about 32% at the one dose, without a potency; inactive = the rest, 99 in 100 with inhibition below about 32%; also: strong numbers were not always called active
# HIV peptide binding – inhibitors of HIV fusion peptide binding, primary screen, biochemical, uHTS, fluorescence dequenching (AID 1986). one-dose inhibition, % at 20 µM; IC50 in µM for titrated hits. 290,000 compounds, 0.3% hits. cell-free peptide binding, fluorescence dequenching, 30 min; higher % means a stronger effect; in the data active = inhibition mostly above about 52%, no sharp cut-off; inactive = mostly below about 76%; also: some results filed as inactive read as strong as hits
# NOD1 NF-kB reporter – NOD1 signaling inhibitors, primary screen, cell-based, luminescence, uHTS (AID 1578) | inhibition, % at 4 µM; hits with a dose series show EC50 in µM | NOD1-driven NF-kB luciferase reporter cells, luminescence; higher % means a stronger effect | 290,000 compounds, 1% hits; in the data active = inhibition mostly above about 36%, no sharp cut-off; inactive = mostly below about 34%;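 also: HEK-293T reporter cells stimulated with the NOD1 agonist gamma-tri-DAP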
# GPR55 beta-arrestin – GPR55 agonists via beta-arrestin recruitment, primary screen, imaging, U2OS cells, beta-arrestin-GFP redistribution (AID 1961) | G-protein coupled receptor 55 (Homo sapiens) | U2OS GPR55 beta-arrestin-GFP redistribution imaging; higher % means a stronger effect | one-dose activation, % at 10 µM; EC50 in µM for titrated hits | 290,000 compounds, 0.048% hits;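 active = activation above 40% with more than 50 cells counted in the well; inconclusive = wells holding fewer than 50 cells, flagged as toxic or sparse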;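 also: U2OS osteosarcoma cells stably expressing GPR55 and beta-arrestin-GFP; plate controls were DMSO negative control for no effect and LPI positive control for full effect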
# NOD2 inhibition – NOD2 signaling inhibitors, cell-based, luminescence, uHTS, HEK293 (AID 1566) | inhibition, % at 4 µM, or EC50 in µM where a hit was titrated | HEK293 NOD2/NF-kB luciferase reporter, luminescence; higher % means a stronger effect | 290,000 compounds, 0.63% hits; also: many of its hits are not listed in these tables
# GPR55 LPI antagonism – GPR55 antagonists blocking LPI-driven arrestin recruitment, primary screen, imaging, U2OS, beta-arrestin-GFP, LPI agonist (AID 2013); G-protein coupled receptor 55 (Homo sapiens); U2OS GPR55 beta-arrestin-GFP translocation imaging, LPI antagonism; higher % means a stronger effect; inhibition, % at 10 µM, or IC50 in µM where a hit was titrated; 290,000 compounds, 0.13% hits;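 active = spots per cell inhibited over 60%, with over 100 cells counted and total cytoplasm intensity under 500,000; inconclusive = wells with under 100 cells, flagged as likely toxic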;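 also: U2OS cells stably carrying GPR55 and arrestin-GFP stimulated by 5 µM LPI near EC80; imaged beta-arrestin-GFP aggregate spots per cell after agonist stimulation; plate controls were LPI-stimulated DMSO wells for no effect and DMSO wells without LPI for full effect; some results filed as inactive read as strong as hits; confirmed hits need IC50 under 10 µM and bright autofluorescent wells are also inconclusive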
# MgcRacGAP inhibition – MgcRacGAP GTPase-activating activity inhibitors, confirmation, biochemical, ADP Hunter fluorescence; Rac GTPase-activating protein 1 (Homo sapiens); MgcRacGAP-stimulated Rac1 GTP hydrolysis, ADP Hunter fluorescence; higher % means a stronger effect; GST-tagged Rac1 F28L mutant substrate; 340,000 compounds, 0.6% hits; inhibition, % at 30 µM, or IC50 in µM where a hit was titrated;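 active = first-screen hits whose inhibition reached a set limit at any dose in the follow-up dose series; inconclusive = inhibition above the set first-screen limit but never retested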;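 also: fluorescence reports GDP produced by GAP-driven GTP hydrolysis; strong numbers were not always called active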
# KOR beta-arrestin-1 – KOR antagonists, beta-arrestin recruitment, cell-based, luminescence, uHTS (AID 1778). 290,000 compounds, 0.091% hits. one-dose inhibition, % at 10 µM; IC50 in µM for titrated hits. Kappa-type opioid receptor (Homo sapiens). KOR beta-arrestin recruitment, luminescence, antagonist mode; higher % means a stronger effect; also: strong numbers were not always called active
# KOR beta-arrestin-2 – KOR agonists, beta-arrestin recruitment, primary screen, cell-based, luminescence, uHTS (AID 1777); Kappa-type opioid receptor (Homo sapiens); KOR beta-arrestin recruitment, luminescence; higher % means a stronger effect; activation, % at 10 µM; hits with a dose series show EC50 in µM; 280,000 compounds, 0.02% hits; in the data active = activation above about 50%, passing the limit was not always enough; also: a part of the inactive calls stands beside numbers as strong as those of hits
# * marks the source's active call; other numbers are inactive results; ? = inconclusive; . = not tested or not shown; [ ] = remark or other dose. Rule as the data show it, unless noted: active = inhibition above about 50%; inactive = the rest. A portion of the library; count on the stated rates, not on these rows.
# The line under a structure holds: Large T inhibition	HIV peptide binding	KOR beta-arrestin-2	GPR55 beta-arrestin	GPR55 LPI antagonism	NOD2 inhibition	KOR beta-arrestin-1	MgcRacGAP inhibition	NOD1 NF-kB reporter
> CCN(CC)CCCNC(=O)Cn1ncn2cccc2c1=O
 : 2%	7.7%	3.9%	0.3%	5%	16%	-34%	9%	11%
> Cc1cccc(-n2ncc3c(Nc4ccc(F)cc4)ncnc32)c1
 : .	2.6%	-3.8%	0.8%	12%	-23%	-26%	6%	2%
> CN(C)C(CNC(=O)c1cc(S(=O)(=O)N(C)c2ccccc2)ccc1Cl)c1ccccc1 (configuration not stated)
 : 7%	-1.7%	8.3%	-0.3%	-7%	14%	16%	5%	-6%
> O=C(Nc1ccccc1N1CCCCC1)c1ncoc1-c1ccc(F)cc1
 : 15%	-2.1%	-1.9%	-0.1%	13%	-7%	64%	4%	6%
> Cc1ccc(S(=O)(=O)N2CCOCC2)cc1C(=O)N1CCOCC1
 : 5%	0.2%	-7.4%	-0.1%	-11%	1%	-15%	6%	-17%
> CC(=O)Nc1nc(CC(C)C)cc(-c2ccccc2)c1C#N
 : 4%	0.7%	4.9%	0.2%	13%	7%	15%	-2%	-17%
> CCOc1ccc(NC(=O)CCC(=O)NNC(=O)COc2ccc(C)cc2Br)cc1
 : 15%	1.3%	-1.4%	0.0%	12%	-24%	2%	-6%	-64%
> C/C(=N\NC(=O)Cc1cccn1C)c1cccc2ccccc12
 : 7%	-0.4%	-3.6%	-0.1%	11%	7%	-29%	-9%	-12%
> Cc1ccc(C(=O)NCC(=O)NCc2cc(=O)n(C)c(=O)n2C)cc1
 : 2%	1.4%	1.8%	-0.2%	16%	4%	9%	11%	-20%
> CC1CCN(S(=O)C23CC4CC(CC(C4)C2)C3)CC1 (configuration not stated)
 : -3%	1.3%	.	0.5%	6%	-14%	-44%[20 µM]	8%	-36%
> COc1c(Cl)cc(Cl)cc1C(=O)Nc1ccc(CN2CCOCC2)cc1
 : 4%	-1.0%	-2.4%	0.4%	-22%	2%	-21%[20 µM]	6%	-23%
> Cc1cccc2sc(NC(=O)CN3C(=O)C4CC=CCC4C3=O)nc12 (configuration not stated)
 : 10%	0.2%	-1.7%	0.2%	-6%	7%	5%	0%	-22%
> Cc1cccc(NC(=O)c2ccc(NCC3CCCO3)c([N+](=O)[O-])c2)n1 (configuration not stated)
 : 7%	0.3%	-3.7%	-0.1%	6%	-30%	-1%	-4%	-39%
> COc1ccccc1C(=O)C1CCCN(Cc2cn[nH]c2C2CCCCC2)C1 (configuration not stated)
 : 7%	0.5%	-3.8%	-0.3%	0%	0%	-7%	3%	-42%
> C/C=C/c1ccc(OCC(O)CN2CCCCC2CC)c(OC)c1 (configuration not stated)
 : 3%	1.4%	6.0%	0.2%	12%	-14%	-31%	20%	-51%
> CCn1c(-c2ccc3[nH]c(C)c(C)c3c2)n[nH]c1=S
 : 13%	-1.2%	-7.4%	-0.2%	1%	8%	0%	6%	-8%
> Cc1ccnn1Cc1cc(C(=O)O)c2ccccc2n1
 : 19%	0.1%	-4.1%	0.6%	11%	15%	3%	5%	-40%
> Cc1cccc(C)c1NC(=S)NCCc1ccc(O)c(O)c1
 : 37%	2.3%	-5.2%	-0.5%	7%	-29%	2%	7%	-28%
> CN(C)CCNC(=O)c1ccc(COc2ccc(Cl)cc2Cl)cc1
 : -3%	-2.8%	-3.7%	1.5%	38%	-5%	17%	8%	1%
> CC(C)CC(=O)Nc1nnc(SCC(=O)Nc2ccc3c(c2)OCO3)s1
 : 17%	1.4%	2.1%	-0.3%	2%	-10%	8%	4%	-21%
> O=C(NC1CCCCC1)C(c1ccc(F)cc1)N(C(=O)c1csnn1)C1CCCC1 (configuration not stated)
 : 7%	0.1%	-2.3%	0.2%	0%	-15%	-10%	8%	16%
> Cc1ccc2nc(NC(=O)C3CCCN3C(=O)OC(C)(C)C)sc2c1 (configuration not stated)
 : 8%	-0.6%	2.7%	0.0%	0%	-6%	-21%	5%	-50%
> COc1ccc2c(-c3ccccc3)cc(SCC(=O)NC3CCS(=O)(=O)C3)nc2c1 (configuration not stated)
 : 2%	-2.8%	-5.8%	0.1%	11%	-2%	13%	9%	-30%
> COc1ccc(-c2csc(N(CCCN(C)C)C(=O)c3ccccc3F)n2)cc1
 : 8%	0.7%	1.8%	0.4%	11%	6%	-23%	4%	-21%
> COc1ccc(-c2noc(N3CCC(C(=O)NCCCN4CCCC(C)C4)CC3)n2)cc1 (configuration not stated)
 : 15%	0.0%	-2.4%	0.5%	-1%	16%	40%[20 µM]	-2%	-12%
> O=C(CN1C(=O)C2C3CC(C(Br)C3Br)C2C1=O)OCC(=O)c1cccc([N+](=O)[O-])c1 (configuration not stated)
 : 7%	-1.6%	-8.1%	0.1%	7%	19%	12%	3%	-31%
> CN(Cc1ccc(F)cc1)C(=O)c1cc(COc2ccc(-n3cncn3)cc2)on1
 : 9%	-1.6%	-0.7%	-0.1%	10%	-14%	-9%	9%	-34%
> COc1ccc(S(=O)(=O)N[C@@H](C)C(=O)OCC(=O)Nc2cc3oc4ccccc4c3cc2OC)cc1
 : 5%	-2.9%	6.7%	-0.2%	7%	11%	-20%	5%	-25%
> Cc1cc(C(=O)N(C)CC2CCCN(CCc3ccc(F)cc3)C2)c(C)o1 (configuration not stated)
 : 3%	-0.7%	-1.7%	-0.1%	6%	-18%	-5%	4%	-8%
> CCCCNc1cc(=O)n(C)c(=O)[nH]1
 : 22%	-2.9%	0.7%	-0.1%	3%	10%	12%	3%	14%
> Brc1ccc(-c2csc(NNC3=NCCCCC3)n2)cc1
 : 21%	2.1%	2.4%	-0.3%	26%	-9%	-22%	-5%	-70%
> CCOC(=O)C1CN(S(=O)(=O)c2ccccc2)CCN1S(=O)(=O)c1ccccc1 (configuration not stated)
 : ?	-2.0%	4.0%	-0.1%	2%	4%	.	6%	-6%
> O=C(NCCOc1ccccc1Cl)C(=O)NCCOc1ccccc1Cl
 : 3%	2.5%	-6.1%	-0.1%	3%	11%	-38%	-3%	-14%
> Cc1ccc(NC(=S)NC(C)CCc2ccccc2)cc1C (configuration not stated)
 : -12%	1.8%	-1.4%	0.8%	22%	-9%	23%	13%	-10%
> CC(C)C[C@H](NC(=O)[C@@H]1Cc2c([nH]c3ccccc23)C2c3ccccc3C(=O)N21)C(=O)NCC1CCCO1 (some centres not stated)
 : 9%	3.8%	-3.9%	-0.1%	5%	2%	-31%[20 µM]	10%	-2%
> O=C(C(=O)N1CCCC1)c1c[nH]c2ccccc12
 : 6%	-0.4%	0.1%	0.2%	6%	14%	10%	5%	1%
> CC(=O)Nc1ccc(C2(O)COc3ccccc3O2)cc1 (configuration not stated)
 : -1%	0.1%	-5.5%	-0.2%	6%	13%	2%	5%	3%
> CCC(CC)=N/N=C/c1c(O)n(CC)c2cc(C3=NNC(=O)CC3)ccc12
 : 29%	-0.7%	11%	-0.4%	0%	15%	-15%	5%	60%*
> c1ccc(Cn2nnc3c(NCc4ccc5c(c4)OCO5)ncnc32)cc1
 : 30%	-1.7%	0.7%	0.3%	0%	-9%	-13%	6%	-7%
> Cc1cc(C)c(C#N)c(SCc2cc3c(cc2Cl)OCO3)n1
 : 7%	-1.4%	-1.5%	-0.1%	-8%	23%	12%	-3%	27%
> Cc1cc(NC(=O)CCC(=O)N(CCc2ccccc2)C(C(=O)NC2CCCC2)c2ccco2)no1 (configuration not stated)
 : -3%	1.0%	-1.7%	-0.1%	16%	13%	30%	-2%	.
> Cc1ccccc1CC(=O)Nc1ccc2c(C)cc(=O)oc2c1
 : 8%	2.4%	-1.4%	-0.1%	-4%	-4%	6%	15%	-44%
> c1ccc(OCCOc2ncnc3sccc23)cc1
 : 8%	1.7%	-3.4%	-0.1%	13%	-30%	15%	9%	-31%
> Cc1csc(SCC(=O)Nc2ncc(Cl)c(C)c2Cl)n1
 : 1%	-0.4%	2.5%	0.0%	-4%	1%	-4%	5%	-10%
> CCN(CC)c1ccc(/C=N/Nc2ccc(C)cc2)c(O)c1
 : 19%	12%	-3.4%	0.6%	3%	-41%	22%	12%	-29%
> CCC(=O)N1CCc2cc(S(=O)(=O)CCC(=O)Nc3ccc(OC)cc3)ccc21
 : 8%	-0.3%	0.8%	0.6%	14%	5%	8%	13%	-20%
> O=C(O)CCC(=O)CCC(=O)c1ccccc1
 : 4%	-0.1%	-1.6%	0.3%	-1%	9%	3%	9%	11%
> NC(=O)CCNC(=O)c1ccc(Cl)cc1
 : 1%	5.1%	-4.2%	0.9%	7%	0%	20%	3%	2%
> N#Cc1c(NC(=O)CSc2nnc(-c3ccccc3)o2)sc2c1CCCC2
 : 19%	6.2%	-2.0%	0.1%	13%	13%	-26%	6%	-26%
> Cc1c(Cl)cccc1NC(=O)CSc1nnc(C)n1-c1ccccc1
 : 9%	3.5%	16%	-0.3%	1%	-3%	13%	3%	2%

# Further records.
# The line under a structure holds: Large T inhibition	HIV peptide binding	KOR beta-arrestin-2	GPR55 beta-arrestin	GPR55 LPI antagonism	NOD2 inhibition	KOR beta-arrestin-1	MgcRacGAP inhibition	NOD1 NF-kB reporter
> Cc1oc(-c2ccccc2F)nc1CS(=O)CC(=O)NC1CCCC1 (configuration not stated)
 : 11%	3.0%	-0.6%	0.2%	-1%	-4%	-45%	5%	4%
> Cn1c(NN)nc2c1c(=O)n(Cc1ccccc1)c(=O)n2C
 : 6%	3.4%	-2.8%	0.2%	4%	-3%	24%	9%	-4%
> Cc1ccc2nc(-c3ccc(SCC(=O)Nc4nnc(C)s4)nc3)[nH]c2c1
 : 5%	-1.1%	1.1%	-0.3%	9%	-117%	0%	10%	-34%
> CN1CCN(c2ccc(C(=O)c3cn(-c4ccc(F)c(Cl)c4)nn3)cc2)CC1
 : 0%	7.5%	0.3%	0.1%	4%	13%	-15%	5%	-47%
> Cc1sc2ncnc(N3CCC(C(=O)N(C)CC(=O)Nc4ccccc4Br)CC3)c2c1C
 : 8%	-0.6%	6.5%	0.0%	14%	30%	9%	8%	23%
> CCOC(=O)c1[nH]cnc1C(=O)NC1CCCCC1
 : 0%	-2.2%	-5.0%	-0.1%	-6%	17%	5%	1%	2%
> O=[N+]([O-])c1ccc(-c2csc(Nc3ccccc3)[n+]2Cc2ccccc2)cc1
 : -7%	-1.5%	14%	-0.2%	-11%	-13%	16%	4%	-18%
> CCOc1ccc(-c2[nH]ncc2-c2ccccc2)c(O)c1
 : 10%	0.2%	-0.5%	-0.2%	9%	3%	-32%	13%	-9%
